Assay outcomes: PubChem, several laboratories
TROY signal inh – blocks TROY-dependent signaling in reporter cells; Q293 LMP1-TROYcd NF-kB luciferase reporter, 4 h; inhibition, % at 10 µM; 360,000 tested, 0.98% active; AID 1347056;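 active means compounds whose plate-normalised and pattern-corrected inhibition of the luciferase reporter signal at the single screening dose is 50% or more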
MITF TRPM1 inh – reduces MITF-dependent TRPM1 promoter luciferase signal | 330,000 tested, 0.83% active | AID 488899 | SK-MEL-5 TRPM1 promoter luciferase, 24 h | inhibition, % at 12.5 µM;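 active means mean inhibition across replicates of 60% or more, whatever share of single replicates reaches that level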; further: values of inactives mirror those of a sister screen read the other way
C8 TRAIL sens – caspase-8 TRAIL sensitization; inhibition (viability loss, TRAIL sensitization), % at 10 µM; NB7+C8 cells + TRAIL, ATPlite viability luminescence; 360,000 tested, 1% active;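 active means compounds causing at least 50% loss of cell viability in the single-dose screen, relative to plate controls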
Peg3 prom inh – Peg3 promoter activity inhibition; HeLa PEG-Prom luciferase reporter, luminescence, overnight; 360,000 tested, 1.7% active; inhibition, % at 20 µM; AID 588405;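 active means inhibition of at least 50% at 20 µM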
TWEAK Fn14 block – TWEAK-Fn14 signaling inhibition. inhibition, % at 10 µM. AID 1159606. TWEAK-stimulated Fn14 reporter cells, luciferase luminescence, 8 h. 360,000 tested, 2% active; in the data active means inhibition above about 50%
Shn3 3UTR inh – inhibitors of Schnurri-3 3'UTR reporter in osteoblasts; Clone20 osteoblast Shn3 3'UTR firefly luciferase, 24 h; inhibition, % at 12.5 µM; 360,000 tested, 0.52% active; AID 588674;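 active means mean inhibition of at least 75% with every replicate also reaching 75%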;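 further: 0% = median of neutral control wells and 100% = pilot-screen positive control compound; some compounds past the cut are filed as inactive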
NR2E3 ag-1 – agonists of human nuclear receptor NR2E3; GST-NR2E3/biotin-RetCOR TR-FRET, 1536-well; inhibition of corepressor binding, % at 4.78 µM; 320,000 tested, 0.12% active; AID 2300;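 active means percent inhibition above the cutoff of mean plus 3 SD of all tested compounds, set per screening campaign, cut at about 20% in these data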;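 further: 0% = DMSO wells and 100% = biotin wells as full block of FRET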
Target sequence (Q9Y5X4 whole entry, looked up): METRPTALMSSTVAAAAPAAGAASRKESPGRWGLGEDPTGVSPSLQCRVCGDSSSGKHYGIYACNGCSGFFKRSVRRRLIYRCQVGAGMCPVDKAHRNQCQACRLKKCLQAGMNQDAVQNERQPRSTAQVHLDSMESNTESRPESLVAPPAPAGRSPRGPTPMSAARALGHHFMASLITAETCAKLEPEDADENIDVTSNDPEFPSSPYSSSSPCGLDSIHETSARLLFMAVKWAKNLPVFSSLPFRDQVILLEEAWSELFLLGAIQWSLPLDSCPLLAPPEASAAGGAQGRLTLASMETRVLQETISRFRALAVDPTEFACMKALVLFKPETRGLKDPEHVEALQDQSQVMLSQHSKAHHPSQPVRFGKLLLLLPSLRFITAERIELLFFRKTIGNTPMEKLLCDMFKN
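System: GST-NR2E3 and biotin-RetCOR proteins; probe or stimulus: 7 nM biotin-RetCOR; doses: compound at 4.8 µM, single dose; schedule: Compound–protein incubation for 5 h at 4 °C; detection: time-resolved FRET; read-out: percent inhibition; controls: biotin wells as high control, 0.6% DMSO wells as low control; format: 1536-well plates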
KKLEB cytotox – reduces viability of KKLEB cystic fibrosis airway cells; KKLEB CF airway cells viability, ATPlite luminescence, overnight; active compounds read low; cells stimulated with P. aeruginosa culture filtrate; AID 602141; activity change (cytotoxicity), % at 5 µM; 360,000 tested, 0.36% active;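 active means corrected activity change at or below -50% at 5 µM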
HIF-2a block – HIF-2a inhibition | 786-0 RCC cells HIF-2a reporter, luciferase luminescence, overnight | inhibition, % at 18.8 µM | 360,000 tested, 0.72% active;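 active means inhibition of the luminescence signal of 40% or more relative to plate controls, in a single-dose primary screen at 18.75 µM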
CF NFkB block – blocks PAF-induced NF-kB reporter in cystic fibrosis cells; KKLEB NF-kB-GFP reporter, GFP fluorescence overnight; inhibition, % at 5 µM; 360,000 tested, 0.86% active;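 active means at least 50% inhibition at 5 µM, scaled per plate between neutral and stimulator controls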;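 further: PAF is a Pseudomonas aeruginosa culture filtrate used as stimulus; plate controls were PAF-stimulated DMSO wells for no effect and unstimulated DMSO wells for full effect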
NR2E3 ag-2 – activates human NR2E3 receptor; Q9Y5X4; CHO-S Gal4-NCOR/VP16-NR2E3 two-hybrid, luciferase; inhibition of corepressor binding, % at 3.98 µM; 360,000 tested, 0.35% active; AID 602229;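 active means inhibition above the mean of all tested compounds plus 3 SD, cut at about 70% in these data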;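 further: 0% = DMSO with NR2E3 transfected cells and 100% = cells lacking NR2E3 construct; higher means lower luciferase signal from less NR2E3 corepressor binding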
The depositor's hits bear a star; · = no result given.

SMILES	TROY signal inh	MITF TRPM1 inh	C8 TRAIL sens	Peg3 prom inh	TWEAK Fn14 block	Shn3 3UTR inh	NR2E3 ag-1	KKLEB cytotox	HIF-2a block	CF NFkB block	NR2E3 ag-2
CC(=O)Nc1ccc(S(=O)(=O)Nc2nc3nc(-c4ccccc4)cc(-c4ccccc4)n3n2)cc1	11	3	-1	1	31	-7	5	-6	18	7	-26
CCOc1cc(/C=C(\C#N)C(=O)Nc2cccc(C(=O)O)c2)ccc1OCc1ccc(Br)cc1	-38	-32	11	-49	16	-27	2	5	13	4	-22
O=[N+]([O-])c1cccc(CSc2cccc[n+]2[O-])c1	11	2	-2	0	-2	-11	-1	0	15	6	-14
C/C(=N\NC(=O)COc1ccc(C#N)cc1)c1ccc(N2CCOCC2)cc1	-14	-10	3	-16	-8	-18	0	1	-3	8	-23
Cc1[nH]c(=O)[nH]c(=O)c1S(=O)(=O)N1CCCC(C(=O)N2CCN(c3cccc(C(F)(F)F)c3)CC2)C1 (stereo unspecified)	6	-15	-12	-8	12	10	3	-2	15	-4	-29
O=C1CN(C(=O)CC2C(=O)NCCN2Cc2ccccc2C(F)(F)F)CCN1 (stereo unspecified)	-4	4	-9	8	-10	3	-1	17	7	-14	6
Cc1cc(=O)[nH]c(N2CCCCC2)n1	-4	13	-18	2	-11	-17	·	-10	11	6	-12
Cc1ccc(NC(=O)C(C)Sc2nc3nc(C)cc(C)n3n2)cc1 (stereo unspecified)	-5	-9	3	8	-12	10	1	10	1	-10	3
N/C(=N\OCC(=O)Nc1ccc(F)c(Cl)c1)c1ccccc1	2	2	15	-14	-9	-14	·	9	-21	-28	5
COc1ccc(S(=O)(=O)N2CCCCCC2)cc1Br	12	-2	-2	18	-1	-17	·	-11	14	2	-41
CC1CCCCC1NC(=S)Nc1ccc(SC(F)F)cc1 (stereo unspecified)	31	-33	15	-39	-12	6	5	-10	-149	23	-26
Cc1cc(C)c(C#N)c(SCc2c(F)cccc2[N+](=O)[O-])n1	10	8	-12	12	14	3	0	-6	11	12	-17
Cc1csc(/C(C#N)=N/O)n1	3	0	5	7	8	-9	3	6	3	7	1
CCOC(=O)C1=C(COC(=O)/C=C/c2ccco2)NC(=O)NC1C (stereo unspecified)	-6	2	3	-8	9	0	9	-8	-14	31	1
Cc1cc(S(=O)(=O)Nc2ccc(C(=O)NCCCN3CCCC3=O)cc2)ccc1F	6	5	-9	7	10	6	-3	-6	4	-10	-6
COC(=O)C1C(O)=C(C=Nc2ccc3ccccc3c2)C(=O)CC1(C)C (stereo unspecified)	-5	9	-11	6	12	3	3	-15	11	8	-30
O=C(NNc1nc2ccccc2s1)Nc1ccc(Cl)c(Cl)c1	82*	12	-2	-10	52*	-8	3	-19	40*	8	-20
CC(C)NC(=O)NC(=O)COc1c(F)c(F)cc(F)c1F	-15	6	-2	-6	-17	-3	1	6	4	20	7
CC1CCCN(C(=O)Cn2nnc(-c3ccc(F)cc3)n2)C1 (stereo unspecified)	4	-9	1	-14	1	-19	8	0	-25	-1	-17
CC1Cc2ccccc2N1C(=O)CSc1ccccc1 (stereo unspecified)	-78	-8	2	-68	-13	-16	1	7	-147	-8	-34
Cc1cccc(-c2ccc3[nH]c4c(c3c2)CCN2C[C@H]3[C@H](C)ON(C)[C@H]3C[C@@H]42)c1	-6	·	8	21	28	-14	·	-4	-23	12	-8
Cc1ccc(CN(C)C(=O)CN2C(=O)NC3(CCCc4ccccc43)C2=O)c(C)c1 (stereo unspecified)	0	·	6	16	3	5	0	9	8	-24	17
COc1ccc(-c2c(C(=O)O)nc3ccccc3c2C(=O)O)cc1	-2	10	12	4	17	-9	4	6	12	-14	3
CC(NCC(O)COc1ccc(Br)cc1)c1ccccc1 (stereo unspecified)	1	-13	6	-16	0	11	1	-6	7	-3	-17
Cc1cc(OCc2cc(C(=O)N(C)C3CCOC3)no2)cc(C)c1Cl (stereo unspecified)	-30	-84	0	-387	0	-52	0	-11	-252	9	-99

Another view of some results above:
Compound | TROY signal inh | MITF TRPM1 inh | C8 TRAIL sens | Peg3 prom inh | TWEAK Fn14 block | Shn3 3UTR inh | NR2E3 ag-1 | KKLEB cytotox | HIF-2a block | CF NFkB block | NR2E3 ag-2
Cc1ccc(NC(=O)C(C)Sc2nc3nc(C)cc(C)n3n2)cc1 (stereo unspecified) | -5 | -9 | 3 | 8 | -12 | 10 | 1 | 10 | 1 | -10 | 3
O=C(NNc1nc2ccccc2s1)Nc1ccc(Cl)c(Cl)c1 | 82* | 12 | -2 | -10 | 52* | -8 | 3 | -19 | 40* | 8 | -20

Record cards, as listed above.
Cc1cc(=O)[nH]c(N2CCCCC2)n1 is listed as TROY signal inh: -4; MITF TRPM1 inh: 13; C8 TRAIL sens: -18; Peg3 prom inh: 2; TWEAK Fn14 block: -11; Shn3 3UTR inh: -17; NR2E3 ag-1: ·; KKLEB cytotox: -10; HIF-2a block: 11; CF NFkB block: 6; NR2E3 ag-2: -12
Cc1cc(OCc2cc(C(=O)N(C)C3CCOC3)no2)cc(C)c1Cl (stereo unspecified) is listed as TROY signal inh: -30; MITF TRPM1 inh: -84; C8 TRAIL sens: 0; Peg3 prom inh: -387; TWEAK Fn14 block: 0; Shn3 3UTR inh: -52; NR2E3 ag-1: 0; KKLEB cytotox: -11; HIF-2a block: -252; CF NFkB block: 9; NR2E3 ag-2: -99

Other entries follow:
SMILES	TROY signal inh	MITF TRPM1 inh	C8 TRAIL sens	Peg3 prom inh	TWEAK Fn14 block	Shn3 3UTR inh	NR2E3 ag-1	KKLEB cytotox	HIF-2a block	CF NFkB block	NR2E3 ag-2
CCN(CC)CCCN(Cc1cc2ccc(C)c(C)c2[nH]c1=O)C(=O)NC1CCCCC1	-8	-2	-8	3	-17	3	-4	-12	-25	4	7
COc1ccccc1/C(O)=C(\C#N)c1nc2ccccc2[nH]1	6	-17	0	-5	13	-4	2	-2	5	4	-7
Cc1noc(C)c1S(=O)(=O)N(C)C[C@H]1Oc2c(NS(=O)(=O)c3cn(C)cn3)cccc2C(=O)N([C@H](C)CO)C[C@@H]1C	-7	3	1	-3	-13	-4	·	6	8	4	-32
CCOc1ccc(NC(=O)CC2C(=O)N(c3cccc(OC)c3)C(=O)N2CCOC)cc1 (stereo unspecified)	8	9	6	4	-11	9	-7	19	15	-10	-9
CN(C)CCCOc1ccc(-c2cccc3nncn23)cn1	6	·	-1	-8	5	-3	·	4	1	0	2
Cc1occc1C(=O)NNC(=O)c1nn(C)c(=O)c2ccccc12	3	3	3	-17	-6	12	-1	13	-10	-12	-17
CCOC(=O)CC1C(=O)NCCN1C(=O)c1ccc(Cl)cc1Cl (stereo unspecified)	-8	-3	4	3	-24	0	0	-7	13	6	-13
COc1ccc(C2C(C#N)=C(N)Oc3n[nH]c(-c4ccccn4)c32)c(OC)c1OC (stereo unspecified)	-8	8	-6	6	-5	-6	-5	-1	10	-2	-13
CCc1ccc(NC(=O)CSc2ccc(-c3cccnc3)nn2)cc1	-5	5	5	-9	-20	-26	3	-4	-16	1	-9
COc1cc(O)c(C(CC(=O)N2CCN(c3ccccc3)CC2)c2cc(OC)c(OC)c(OC)c2)c(OC)c1 (stereo unspecified)	3	10	10	8	2	21	1	-20	-4	21	-15
O=C(N/N=C/C=C\c1ccco1)c1cccnc1	1	12	1	10	0	17	2	2	4	-22	2
CCCc1cc(=O)oc2cc(C)cc(OCC(=O)O)c12	13	13	-12	-14	15	14	-2	9	17	-11	-8
COC(=O)[C@@H]1C[C@H]1[C@@H](NC(=O)c1cc(C)on1)c1ccccc1	-4	0	-5	-1	-5	2	4	9	7	-32	-20
COc1ccccc1NC(=S)NNC(=O)c1nn(C)c(C)c1Br	-30	-7	1	-55	-45	-35	-2	10	-48	-8	-60
CSc1ccc(-c2ccco2)nn1	13	-48	15	-124	-14	-38	-1	-6	-136	0	-49
NC(=O)c1cccnc1Oc1cccc(Cl)c1	-14	9	-1	-10	9	-6	2	-3	-3	6	-4
COc1cc(OC)cc(C(=O)NNC(=O)C2CSC3(C)CCC(=O)N23)c1 (stereo unspecified)	11	4	-8	5	-9	-4	2	-3	3	-14	7
CCCCc1nc(SCC(=O)N2CCCC2)c2c(=O)n(C)c(=O)n(C)c2n1	-14	3	-2	22	-20	0	0	4	9	-10	-12
O=C(NCCCn1ccnc1)/C(=C\c1cccs1)NC(=O)c1ccco1	-13	-1	8	1	11	-1	1	20	17	-15	8
CN(C)/C=C(\C(=O)c1ccc(Cl)cc1)c1nnnn1-c1ccc(Cl)cc1	-10	11	13	1	-13	-3	0	-14	8	10	2
Cn1c(SCc2ccccc2[N+](=O)[O-])nnc1-c1cccnc1	-37	-30	4	-65	-10	-24	2	0	-102	0	-22
Cc1cccc(-c2nc3c(c(SCC(=O)N4CCOCC4)n2)Cc2c(CO)cnc(C)c2O3)c1	21	-5	29	68*	-2	13	0	15	15	12	17
COc1ccc(-n2nnnc2S(=O)(=O)CC(=O)N2CCCCC2)cc1	57*	74*	15	103*	96*	92*	-1	-54*	90*	83*	-16
CCCN(CC(=O)Nc1ccccc1OC)CC(=O)c1c(N)n(Cc2ccccc2)c(=O)n(C)c1=O	11	14	24	25	-3	2	·	3	19	4	-58
CCN(CC)S(=O)(=O)c1cccc(NC(=O)c2ccc(-n3nc(C)cc3C)cc2)c1	48	27	24	19	60*	39	-2	22	1	-27	-19

2 entries from above in another layout.
smiles,TROY signal inh,MITF TRPM1 inh,C8 TRAIL sens,Peg3 prom inh,TWEAK Fn14 block,Shn3 3UTR inh,NR2E3 ag-1,KKLEB cytotox,HIF-2a block,CF NFkB block,NR2E3 ag-2
O=C(N/N=C/C=C\c1ccco1)c1cccnc1,1,12,1,10,0,17,2,2,4,-22,2
CCCc1cc(=O)oc2cc(C)cc(OCC(=O)O)c12,13,13,-12,-14,15,14,-2,9,17,-11,-8

The list is partial. The share of hits here may be higher or lower than overall.
